Compound activity (PubChem BioAssay)
uPA generation: qHTS for Inhibitors of Cell Surface uPA Generation; cell surface uPA generation assay, qHTS; Potency, µM (series often up to 38.3 µM), for the others: top-dose activity change, negative = inhibition, actives largely listed as inhibitors; 0.31% of 330,000 active; AID 540303, 2011; active means well fitted inhibition curve with a large enough effect; inconclusive means small, poorly fitted or top-dose-only effect; inactive means no such curve, though single readings can be large or run the other way; tested in mouse RAW 264.7 cells; further: potency means the concentration at half of the fitted maximal effect; on the % scale 0 is the no-effect control and ±100 the full control effect; nearly all actives have a fitted effect of over 55% in size
Rab9 promoter act: qHTS Assay for Rab9 Promoter Activators; Huh7 Rab9 promoter-luciferase reporter, luminescence, 24 h; Potency, µM (titrated, usually from 9.22 µM), for the others: at the top dose activation, negative = inhibition, hits mostly activators; 2.8% of 320,000 active; AID 485297, 2010; further: potency means the concentration at half of the fitted maximal effect; % of control where 0% means no effect; nearly all actives have a fitted effect of over 60% in size
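Cell-based reporter: Huh7 stable for Rab9 promoter-driven luciferase, plated in reduced-serum medium with 10% FBS at 1500 cells/well, compound-treated 24 h at 37 °C, luminescence read after 10 min reagent.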
ELG1 genotoxic: qHTS screen for small molecules that induce genotoxicity in human embryonic kidney (HEK293T) cells expressing luciferase-tagged ELG1. HEK293T ELG1-luciferase reporter, luminescence, 16 h. Potency, µM (top dose mostly 46 µM), inactives show at the highest dose activity change, positive = activation, actives largely listed as activators. 1.3% of 330,000 active. AID 504466, 2011; further: potency means the concentration at half of the fitted maximal effect; % of control where 0% means no effect; nearly all actives have a fitted effect of over 60% in size
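HEK293T cells expressing luciferase-tagged ELG1 were treated with compound or DMSO for 16 hr at 37°C. Luciferase activity was then read after 30 min with ONE-Glo at room temperature; rising signal flags genetic stress.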
Gal4-VP16 FLuc: VP16 counterscreen qHTS for inhibitors of ROR gamma transcriptional activity. Drosophila S2 Gal4-VP16 UAS-luciferase, luminescence, 20 h. Potency, µM (top dose mostly 53.6 µM), for inactives: at the top dose activity, negative = inhibition, usual class: inhibitors. 3.5% of 310,000 active;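 further: Gal4-VP16 expression switched on by copper sulfate through the metallothionein promoter; potency means the concentration at half of the fitted maximal effect; on the % scale 0 is the no-effect control and ±100 the full control effect; nearly all actives have a fitted effect of over 50% in size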
KCNH2 3.1 inh: qHTS for Inhibitors of KCHN2 3.1: Mutant qHTS; Potassium voltage-gated channel subfamily H member 2, brain isoform KCNH2 3.1 (human); AID 720553, 2013; 0.95% of 340,000 active; activity change, % (tested at about 1.8 µM); U2OS KCNH2 3.1, thallium flux FluxOr; active compounds read low;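 active means maximum activity change below -70%; inconclusive means maximum activity change from -70% to -50%; inactive means maximum activity change above -50%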;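 further: thallium influx rate constant from kinetic fluorescence after stimulation buffer; on the % scale 0 is the no-effect control and ±100 the full control effect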
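Virally transduced U2OS (3.1 isoform, 4 h infection in dark at RT) → overnight 37 C → FluxOr + Red40 in HBSS/HEPES, 45 min → stimulation buffer, 2 min kinetic read → rate constant vs DMSO controls.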
Tb PFK inh: qHTS Assay to Find Inhibitors of T. brucei phosphofructokinase | T. brucei PFK, ADP-Glo luminescence | Potency, µM (titrated, usually from 57.5 µM), without a hit: top-dose activity, negative = inhibition, hits mostly inhibitors | 0.17% of 330,000 active;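 further: potency means the concentration at half of the fitted maximal effect; 0% = uninhibited 1x PFK enzyme wells and -100% = no-enzyme wells; nearly all actives have a fitted effect of over 60% in size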
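Compounds were pin-transferred as a titration series up to 57 uM into substrate buffer (0.5 mM F6P, 0.1 mM ATP, pH 8.0), then 1.25 nM PFK was added and reactions ran 45 min before ADP-Glo detection.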
Giardia kill: Small Molecules that selectively kill Giardia lamblia: qHTS; 0.15% of 340,000 active; activity change, % at 7.66 µM, hits read low; Giardia lamblia trophozoite viability; in the data active means activity change below about -80%; inconclusive means between about -30% and that limit;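 further: parasites exposed to compound for two days anaerobically before the ATP read; on the % scale 0 is the no-effect control and ±100 the full control effect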
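Media and compound were dispensed first, then trophozoites at 100 cells/well; plates sat 48 hrs at 37 deg C without oxygen before ATP luminescence reagent was added and read after 15-30 min at room temperature.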
RORg inh: qHTS for inhibitors of ROR gamma transcriptional activity; Nuclear receptor ROR-gamma (Mus musculus), P51450; Potency, µM (titrated, usually from 53.6 µM), inactives show at the top dose activity change, negative = inhibition, usual class: inhibitors; Drosophila S2 Gal4-RORgamma UAS-luciferase reporter, 20 h; 5.4% of 310,000 active; further: potency means the concentration at half of the fitted maximal effect; on the % scale 0 is the no-effect control and ±100 the full control effect; nearly all actives have a fitted effect of over 60% in size
Target sequence (P51450 whole entry, looked up, the tested form may be a part): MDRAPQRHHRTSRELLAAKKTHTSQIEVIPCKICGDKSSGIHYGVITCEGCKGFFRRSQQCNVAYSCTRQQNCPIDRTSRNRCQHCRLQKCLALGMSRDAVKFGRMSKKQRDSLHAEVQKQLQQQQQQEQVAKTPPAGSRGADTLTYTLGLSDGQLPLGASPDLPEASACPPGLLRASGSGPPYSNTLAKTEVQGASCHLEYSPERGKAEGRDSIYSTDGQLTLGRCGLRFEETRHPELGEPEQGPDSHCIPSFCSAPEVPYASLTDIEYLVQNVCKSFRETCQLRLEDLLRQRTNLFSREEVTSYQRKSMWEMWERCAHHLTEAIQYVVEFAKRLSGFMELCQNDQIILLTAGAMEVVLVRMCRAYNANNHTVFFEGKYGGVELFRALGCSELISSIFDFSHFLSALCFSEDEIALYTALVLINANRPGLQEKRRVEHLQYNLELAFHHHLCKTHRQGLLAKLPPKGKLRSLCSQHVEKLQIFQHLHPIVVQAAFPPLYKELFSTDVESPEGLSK
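Schneider cells (Drosophila), stable Gal4 DBD–ROR gamma + UAS-luc; 1 hr cmpd preincubation; Cu2+ induction 700 uM final; 20 hr ambient; luminescence.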
FBPA coupling cs: qHTS Assay for Inhibitors of Fructose-1,6-bisphosphate Aldolase from Giardia Lamblia: Coupling assay counterscreen. activity change, negative = inhibition, % at 58.2 µM, hits read low. AID 2472, 2010. coupling enzyme system counterscreen, AmpLite Red fluorescence. 0.67% of 290,000 active; in the data active means activity change below about -30%; further: on the % scale 0 is the no-effect control and ±100 the full control effect
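Fluorescence at 525 nm excitation and 598 nm emission measured inhibition of the coupled detection system without aldolase. Compounds (at 57.5 uM final) were preincubated 10 min at room temperature with coupling enzyme reagent before a 20 min substrate/AmpLite Red step.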
FLuc counter: qHTS profiling assay for firefly luciferase inhibitor/activator using purifed enzyme and Km concentrations of substrates (counterscreen for miR-21 project). 6.9% of 360,000 active. Potency, µM (top dose mostly 57.5 µM), for inactives: at the highest dose activity change, negative = inhibition, actives largely listed as inhibitors. AID 588342, 2011. Luciferin 4-monooxygenase (Photinus pyralis), P08659. purified FLuc, Km substrates, luminescence inhibition;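 further: potency means the concentration at half of the fitted maximal effect; plate controls were vehicle for no effect and reference inhibitor for full effect; nearly all actives have a fitted effect of over 55% in size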
Target sequence (P08659 whole entry, looked up): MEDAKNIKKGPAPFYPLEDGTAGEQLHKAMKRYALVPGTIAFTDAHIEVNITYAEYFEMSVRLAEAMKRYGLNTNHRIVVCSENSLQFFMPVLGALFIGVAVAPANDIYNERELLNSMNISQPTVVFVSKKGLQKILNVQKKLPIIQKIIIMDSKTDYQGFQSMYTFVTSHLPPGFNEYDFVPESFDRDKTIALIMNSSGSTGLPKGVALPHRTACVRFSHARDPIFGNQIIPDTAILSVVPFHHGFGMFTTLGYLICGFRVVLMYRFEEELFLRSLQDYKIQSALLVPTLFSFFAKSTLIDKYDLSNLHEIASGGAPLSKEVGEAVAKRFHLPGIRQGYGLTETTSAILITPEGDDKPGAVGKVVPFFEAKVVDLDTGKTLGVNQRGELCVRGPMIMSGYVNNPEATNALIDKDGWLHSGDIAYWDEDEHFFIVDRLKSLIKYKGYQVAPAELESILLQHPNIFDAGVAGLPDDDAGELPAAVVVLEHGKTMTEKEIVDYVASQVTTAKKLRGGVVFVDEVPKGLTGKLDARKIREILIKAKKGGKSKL
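Purified P. pyralis luciferase (10nM final) with 10uM D-luciferin and 10uM ATP (Km levels) in 50mM Tris acetate pH 7.5, 10mM Mg acetate, 0.01% Tween-20, 0.05% BSA; qHTS 6-point titration, ~60 µM downward; luminescence read.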
NPC1 prom act: qHTS Assay for NPC1 Promoter Activators; Huh7 NPC1 promoter luciferase reporter, 24 h; 2.4% of 320,000 active; Potency, µM (doses to about 9.22 µM), for inactives: at the highest dose activation, actives largely listed as activators; AID 485313, 2010;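 further: potency means the concentration at half of the fitted maximal effect; % of control where 0% means no effect; nearly all actives have a fitted effect of over 60% in size; reporter is driven by a mutant NPC1 promoter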
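Luminescence from an NPC1 promoter-driven luciferase reporter in stably transfected Huh7 cells was measured after 24 h compound treatment at 37 °C, followed by 10 min ambient incubation with luciferase detection reagent.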
An asterisk follows results filed as active; ? = inconclusive; . = not tested or not shown; [ ] = another dose, or the depositor's remark. Unless noted, the call rests on the fitted dose curve; in most records, active means well fitted curve in the direction sought with a large enough effect; inconclusive means small, poorly fitted or top-dose-only effect, or another doubt; inactive means no such curve, though single readings can be large; an effect the other way counts as inactive or inconclusive.

1) CCCCCOC(=O)Cn1c(=O)oc2ccc(C)cc21
2) Cn1c(=O)c2c(nc(N3CCc4ccccc4C3)n2C)n(C)c1=O
3) COc1ccc(CCNc2oc(-c3ccccc3OC)nc2C#N)cc1OC
4) CC(C)n1c(N)c(C#N)c2ccc([N+](=O)[O-])cc2c1=O
5) O=C(Nc1ccc(S(=O)(=O)N2CCOCC2)cc1)c1cc(-c2cc(Cl)ccc2O)n[nH]1
6) O=C1CCN(S(=O)(=O)c2ccccc2)CCN1CCOCc1ccccc1
compound no.	1	2	3	4	5	6
uPA generation	5%	-5%	1%	-1%	?	10%
Rab9 promoter act	-2%	-4%	-2%	0%	-22%	-3%
ELG1 genotoxic	1%	-2%	-1%	-1%	-10%	1%
Gal4-VP16 FLuc	-16%	-3%	-4%	-6%	-21%	-16%
KCNH2 3.1 inh	-12	0	-5	6	1	-1
Tb PFK inh	0%	-6%	6%	-1%	-1%	0%
Giardia kill	-8	9	25	-27	4	0
RORg inh	0%	-2%	10%	-1%	-17%	3%
FBPA coupling cs	0	-1	0	-3	0	4
FLuc counter	?	-5%	4%	1%	6%	0%
NPC1 prom act	1%	-3%	-2%	-7%	-26%	-7%

7) O=C(COC(=O)c1cc(Cl)ccc1O)NCCC1=CCCCC1
8) O=C(Cn1nc2n(c1=O)-c1ccccc1SC2)N/N=C/c1cccs1
9) CCc1ccc(N=C2NC(=O)/C(=C/c3ccc(OCC(=O)O)cc3)S2)cc1
10) Cn1nnnc1SCc1nnc(-c2ccc(Cl)cc2)o1
11) NNC(=O)c1cc(Br)cs1
12) CN(C(=O)CSc1nncc2ccccc12)C1CCCCC1
compound no.	7	8	9	10	11	12
uPA generation	17%	1%	?	-1%	3%	3%
Rab9 promoter act	-1%	-3%	-11%	9%	-5%	?
ELG1 genotoxic	0%	0%	-1%	?	-2%	11%
Gal4-VP16 FLuc	.	-15%	-23%	8%	3%	-11%
KCNH2 3.1 inh	-13	-7	-2	25	-20	-2
Tb PFK inh	-1%	19%	-2%	0%	-3%	-5%
Giardia kill	-5	-11	-8	-13	20	11
RORg inh	.	-28%	-17%[1.91 µM]	0%	-31%	26%
FBPA coupling cs	.	0	8	2	1	-1
FLuc counter	-3%	1%	6µM*	-1%	-19%	?
NPC1 prom act	0%	2%	2%	17%	0%	?

13) COc1ccc(CNc2ncc(-c3cccc([N+](=O)[O-])c3)n2C)c(OC)c1OC
14) C[N+]1(CC(=O)Nc2ccccc2Cl)CCN(C(=O)c2cccs2)CC1
15) C=CCn1c(C)nnc1SCC(=O)N1CCN(S(=O)(=O)c2ccccc2)CC1
16) Cn1ncc(Br)c1C(=O)NC(=S)N1CCN(c2ccccn2)CC1
17) O=C1OC[C@@H]2CCCN2C(=O)[C@H](CC(=O)N(CCO)Cc2ccccc2)C/C=C\C[C@H]1Cc1ccc(F)cc1
18) COC(=O)CC1C(=O)NCCN1Cc1cn(-c2ccc(C)cc2)nc1-c1cccc(C)c1 (centres undefined)
compound no.	13	14	15	16	17	18
uPA generation	13%	3%	6%	0%	-2%	-3%
Rab9 promoter act	-10%	0%	-5%	-3%	.	-3%
ELG1 genotoxic	-5%	-4%	-3%	-2%	-1%	-3%
Gal4-VP16 FLuc	2%	6%	-8%	11µM*	.	-9%
KCNH2 3.1 inh	-19	-12	2	10	15	-14
Tb PFK inh	-5%	1%	1%	0%	9%	5%
Giardia kill	4	-8	4	-11	-12	-1
RORg inh	-16%	-3%	17%	6.3µM*	.	?
FBPA coupling cs	-2	4	1	0	.	-22
FLuc counter	4%	3%	-2%	-1%	.	17µM*
NPC1 prom act	-6%	12%	-2%	-4%	.	2%

19) COc1cc(/C=C2/C(=N)N3OC(C)=CC3=NC2=O)ccc1OC(=O)c1ccco1
20) Cc1cc(C)nc(-n2nc(C)cc2NC(=O)CN2CCc3ccccc3C2)n1
21) CCC(=O)Nc1c(C)nn(-c2ccc(C)c(C)c2)c1C
22) O=C(NCCCO)NC(=S)c1cccc2ccccc12
23) C=CCC[C@H](Cc1ccc(F)cc1)C(=O)OC[C@@H](NC(=O)[C@@H](CC=C)CC(=O)N(CCO)Cc1ccccc1)C(C)(C)C
24) COCCn1c(-c2ccc(OC)cc2)cnc1SCC(=O)Nc1ccc(OC)cc1OC
compound no.	19	20	21	22	23	24
uPA generation	1%	-5%	0%	3%	?	-2%
Rab9 promoter act	1%	6%	-3%	-7%	.	0%
ELG1 genotoxic	0%	-41%[inhibitor]	8%	1%	.	-1%
Gal4-VP16 FLuc	-5%	2.8µM*	1%	1%	.	?
KCNH2 3.1 inh	21	-13	-6	-4	-4	9
Tb PFK inh	17%	4%	-1%	-14%	-11%	-7%
Giardia kill	5	6	21	1	4	4
RORg inh	9%	0.79µM*	11%	-34%	.	-6%
FBPA coupling cs	3	-5	-1	1	.	2
FLuc counter	4%	10%	-12%	1%	.	-6%
NPC1 prom act	-4%	-2%	-4%	-3%	.	3%

Continued, starting with the last 2 of the part before.
23) C=CCC[C@H](Cc1ccc(F)cc1)C(=O)OC[C@@H](NC(=O)[C@@H](CC=C)CC(=O)N(CCO)Cc1ccccc1)C(C)(C)C
24) COCCn1c(-c2ccc(OC)cc2)cnc1SCC(=O)Nc1ccc(OC)cc1OC
25) CN(Cc1ccccc1)c1nc2c(c(=O)n(C)c(=O)n2C)n1CCCc1ccccc1
26) COc1ccc(C2C3=C(CCCC3=O)Nc3nc(C(F)(F)F)nn32)c(OC)c1OC (centres undefined)
27) O=C(c1cccnc1NCc1ccc(F)cc1)N1CCOCC1
28) CCC(=O)N1CCN(c2ccc(OC)cc2[N+](=O)[O-])CC1
29) C[C@H](NC(=O)c1nc[nH]c1C(=O)NCc1ccc(CNC(=O)OC(C)(C)C)cc1)c1ccccc1
30) CCC(=O)N1CC2(CC(c3cccc(NC(=O)COc4ccc(Cl)cc4)c3)=NO2)C[C@@H]1C(N)=O (some centres undefined)
compound no.	23	24	25	26	27	28	29	30
uPA generation	?	-2%	2%	1%	-10%	.	?	.
Rab9 promoter act	.	0%	-9%	-10%	7%	-2%	0%	-2%
ELG1 genotoxic	.	-1%	-32%[inhibitor]	3%	1%	-1%	-8%	-3%
Gal4-VP16 FLuc	.	?	1%	-19%	1%	6%	.	5%
KCNH2 3.1 inh	-4	9	-11	-2	4	20	.	.
Tb PFK inh	-11%	-7%	-6%	-1%	0%	-3%	0%	-12%
Giardia kill	4	4	16	2	1	-6	9	.
RORg inh	.	-6%	20%	-3%	-19%	-13%	.	3%
FBPA coupling cs	.	2	2	3	1	3	.	6
FLuc counter	.	-6%	4%	-5%	0%	3%	3%	17µM*
NPC1 prom act	.	3%	1%	1%	-4%	-2%	2%	2%

31) CCOC(=O)CNC(c1ccccc1)c1cc(Br)ccc1NC(=O)CCN1CCOCC1 (centres undefined)
32) COc1cc(/C=C/C(=O)NC(=O)c2ccccc2O)ccc1O
33) O=C(N/C(=C/c1ccccc1Cl)C(=O)N1CCCC1)c1ccccc1
34) COc1cc(C(=O)n2cnc3ccccc32)c([N+](=O)[O-])cc1OC
35) COc1cccc(/C=N/NC(=O)C(c2ccncc2)N2CCOCC2)c1 (centres undefined)
36) Cc1cc(-c2nnnn2-c2cc(Cl)cc(Cl)c2)no1
37) O=C(Nc1cc(C(F)(F)F)ccc1N1CCOCC1)C1CCCO1 (centres undefined)
38) CSc1nc2cc(C)nn2c(-c2ccccc2Cl)c1C#N
compound no.	31	32	33	34	35	36	37	38
uPA generation	13µM*	-20%	-9%	8%	2%	3%	-53%	-13%
Rab9 promoter act	-5%	-1%	-2%	2%	-5%	-1%	.	-8%
ELG1 genotoxic	-3%	1%	5%	3%	-3%	3%	-1%	-2%
Gal4-VP16 FLuc	8.9µM*	-5%	8%	-3%	-2%	-4%	.	-4%
KCNH2 3.1 inh	-1	0	16	12	9	4	-7	1
Tb PFK inh	-7%	0%	3%	-2%	-4%	-2%	0%	-1%
Giardia kill	-25	1	4	-28	-6	6	-16	9
RORg inh	?	0%	23%	3%[1.91 µM]	5%	-6%	.	-2%
FBPA coupling cs	1	.	-2	2	-1	7	.	-1
FLuc counter	-2%	2%	-4%	0%	-3%	-1%	.	1%
NPC1 prom act	-1%	3%	0%	-1%	0%	-5%	.	-4%
